Screens deposited in PubChem by National Center for Advancing Translational Sciences (NCATS).
D2 ag = agonists of human D2 dopamine receptor | P14416 | HEK293 T-REx D2 cells, calcium flux agonist mode | activation, % at 2 µM | 340,000 compounds, 0.53% hits | AID 485358;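 active = activation over 3 SD above normal in the single-dose calcium agonist read, cut at about 30% in these data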; note: 0% is about no effect
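Calcium-flux readout, 1 cycle/sec over 180 s following compound pin transfer, in inducible HEK293 Trex D2 cells (force-coupled); dopamine controls included. Positive calcium responses during this window marked compounds as potential agonists.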
RGS4 inh = blocks human RGS4-accelerated GTP hydrolysis; P49798; Transcreener GDP fluorescence polarization, RGS4-accelerated GTP hydrolysis; Potency, µM (series often up to 114 µM), for inactives: top-dose activity change, negative = inhibition, most hits filed as inhibitors; 390,000 compounds, 0.039% hits; AID 504845; note: potency is the fitted concentration of half-maximal effect; % is set by controls: 0 for no effect and ±100 for the full control effect; nearly all actives have a fitted effect of over 75% in size; some results filed as inactive show a strong effect at the top dose
Target sequence (P49798 whole entry, looked up): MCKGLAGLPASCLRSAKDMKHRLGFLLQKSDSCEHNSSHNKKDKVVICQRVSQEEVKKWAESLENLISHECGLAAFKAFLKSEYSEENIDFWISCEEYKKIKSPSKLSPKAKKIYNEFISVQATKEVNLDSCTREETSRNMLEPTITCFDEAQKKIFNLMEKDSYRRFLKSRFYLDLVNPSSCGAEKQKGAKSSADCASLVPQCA
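MLSMR compounds (23 nl, pin-transferred) preincubated 10 min at room temperature with a 500nM (2x) first reagent, then RGS4 at 900nM (2x) plus Transcreener GDP mix added; fluorescence polarization (620/688 nm) read before and after 90 min at 30 °C.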
ERG Ets-DNA blk = ERG Ets/DNA interaction inhibition. P11308. fluorescence polarization, His-ERG Ets domain / labelled DNA. 370,000 compounds, 0.028% hits. Potency, µM (top dose mostly 76.9 µM), inactives show top-dose FP activity, negative = inhibition, hits mostly inhibitors. AID 624246; active = well fitted inhibition curve with a large enough effect in the polarisation, with a control signal flat; inconclusive = small, poorly fitted or top-dose-only effect, or effect the other way, or a change in a side signal; inactive = no such curve, though single readings can be large or run the other way; the % refers to the polarisation;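 note: polarization taken with two DNA probes labelled with fluorescein and Texas red; potency is the fitted concentration of half-maximal effect; % of control where 0% means no effect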
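His-tagged ERG Ets domain (1 uM in the protein solution; 300mM KCl, 50mM Tris-HCl, 1mM EDTA, 1mM DTT, pH 7.5) received compound, then a probe mix of 5 nM fluorescein-DNA and 100nM Texas-615-DNA. Fluorescence polarization was read for both dyes.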
Vif-A3F inh = Vif-A3F binding inhibition; Potency, µM (doses to about 46.1 µM), inactives show top-dose activity, negative = active; 390,000 compounds, 0.2% hits; HeLa A3F-eYFP + Vif (tagged APOBEC3F with the HIV-1 protein that degrades it), YFP fluorescence increase; note: potency is the fitted concentration of half-maximal effect; % of control where 0% means no effect; nearly all actives have a fitted effect of over 65% in size
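Fluorescence increase (Ex 488/Em 500-530) after overnight compound treatment at 37 deg C flags inhibition of Vif-driven A3F-eYFP loss in stable HeLa A3F-eYFP/Vif cells seeded overnight beforehand.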
Vif-A3G inh = blocks the Vif interaction with human APOBEC3G; Q9HC16; HeLa A3G-eYFP + Vif (tagged APOBEC3G with the HIV-1 protein that degrades it), YFP fluorescence, overnight; Potency, µM (doses to about 46.1 µM), for inactives: top-dose activity, negative = active, usual class: inhibitors; 410,000 compounds, 0.076% hits; AID 602310;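 note: potency is the fitted concentration of half-maximal effect; % is set by controls: 0 for no effect and ±100 for the full control effect; nearly all actives have a fitted effect of over 60% in size; hits raise eYFP signal because A3G escapes Vif-driven loss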
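HeLa cells stably expressing Vif and C-terminally eYFP-tagged A3G, seeded overnight at 37 deg C, then exposed to compound by pintool overnight at 37 deg C. Rise in yellow fluorescence (Ex 488/Em 500-530, Acumen) marks blocked Vif-driven A3G degradation.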
GRP78 ERSR act = ER stress response induction in glioma; 420,000 compounds, 0.02% hits; AID 602332; Potency, µM, for inactives: at the highest dose activation, actives largely listed as activators; U87-MG GRP78 promoter luciferase reporter, 16 h; note: potency is the fitted concentration of half-maximal effect; series mostly up to about 76 µM; % of control where 0% means no effect; nearly all actives have a fitted effect of over 35% in size
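Stably transfected U87-MG human glioma cells carrying a GRP78-based luminescent sensor were seeded at 1000 cells/well, pin-dosed with compounds and incubated 16 h. Luciferase reagent was then added, and end-point luminescence was read after 10 min at room temperature.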
D2 antag = D2 dopamine receptor (human) antagonism; inhibition, % at 10 µM; P14416; AID 485344; HEK293 TREx D2 cells, calcium flux, dopamine EC80; 340,000 compounds, 2% hits; in the data active = inhibition above about 30%; note: 0% is about no effect
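Cells plated overnight at 30 C with tetracycline; no-wash calcium dye, 30–90 min RT; 10 s baseline; compound pinned; 180 s read; EC80 dopamine added; another 180 s read.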
12-LOX inh = blocks human arachidonate 12S-lipoxygenase; P18054; purified 12hLO, xylenol orange hydroperoxide absorbance; Potency, µM (series often up to 108 µM), without a hit: top-dose activity change, negative = inhibition, actives largely listed as inhibitors; 580,000 compounds, 1.1% hits; AID 1671190; note: potency is the fitted concentration of half-maximal effect; % is set by controls: 0 for no effect and ±100 for the full control effect
Target sequence (P18054 whole entry, looked up): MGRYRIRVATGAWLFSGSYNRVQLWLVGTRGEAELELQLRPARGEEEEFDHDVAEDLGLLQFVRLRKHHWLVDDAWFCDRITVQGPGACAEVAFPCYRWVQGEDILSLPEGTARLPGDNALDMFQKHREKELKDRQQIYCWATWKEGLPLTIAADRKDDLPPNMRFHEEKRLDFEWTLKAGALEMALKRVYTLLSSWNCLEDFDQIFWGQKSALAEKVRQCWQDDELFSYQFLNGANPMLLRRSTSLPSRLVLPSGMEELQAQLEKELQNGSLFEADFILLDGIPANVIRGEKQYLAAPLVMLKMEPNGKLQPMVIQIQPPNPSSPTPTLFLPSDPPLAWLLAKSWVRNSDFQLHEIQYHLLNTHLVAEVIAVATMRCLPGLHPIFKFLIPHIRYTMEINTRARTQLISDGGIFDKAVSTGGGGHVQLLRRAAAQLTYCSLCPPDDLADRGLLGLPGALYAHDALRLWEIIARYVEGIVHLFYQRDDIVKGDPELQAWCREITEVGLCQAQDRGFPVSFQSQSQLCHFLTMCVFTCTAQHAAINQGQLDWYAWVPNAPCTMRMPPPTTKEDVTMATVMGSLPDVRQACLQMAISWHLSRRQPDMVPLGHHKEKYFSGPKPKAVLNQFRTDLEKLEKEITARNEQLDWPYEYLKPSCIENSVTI
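Purified human 12hLO at 150 nM in 25 mM Hepes, 0.01% Triton X-100, pH 7.0, preincubated 15 min at room temperature with compound. Reaction started with 40 uM arachidonic acid, 30 min at room temperature. Hydroperoxide measured by Fe-xylenol orange, 573/405 nm absorbance ratio.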
LDHA inh = LDHA (human) enzyme inhibition; P00338; purified LDHA, NADH/diaphorase-resazurin fluorescence; stronger effect = lower value; activity change, % (values are at about 110 or 230 µM); 480,000 compounds, 0.15% hits; AID 1347041; in the data active = activity change below about -30%; inconclusive = mostly about -25% to -30%;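 note: plate controls were DMSO wells for no effect and wells without enzyme for full effect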
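Resorufin fluorescence (ex540/em590), read at 0 and 20 min after diaphorase/resazurin addition, reports the NADH left after a 5 min room-temperature reaction of 2 nM human LDH5 with 0.06 mM NADH and 0.2 mM pyruvate.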
* marks the source's active call; other numbers are inactive results; ? = inconclusive; . = not tested or not shown; & = joins results of further samples; [ ] = remark or other dose. Unless noted, calls come from the whole dose curve; as a rule, active = well fitted curve in the direction sought with a large enough effect; inconclusive = small, poorly fitted or top-dose-only effect, or another doubt; inactive = no such curve, though single readings can be large; an effect the other way counts as inactive or inconclusive.

SMILES | D2 ag | RGS4 inh | ERG Ets-DNA blk | Vif-A3F inh | Vif-A3G inh | GRP78 ERSR act | D2 antag | 12-LOX inh | LDHA inh
CSc1cccc(CN2CCCC(CO)(Cc3cccc(Cl)c3)C2)c1 (centres undefined) | 0.3 | 22% | -5% | 7% | -14% | -4% | 9 | -5% | -4
Cc1ccc(-n2ncc3c(N4CCCCCC4)ncnc32)cc1Cl | . | 7% | -5% | 0% | 2% | -8% | . | -21% | -2
Oc1ccc(-n2cnnn2)cc1 | 0.8 | -10% | 7% | -5% | 0% | -4% | -25 | -5% | 8
Cc1ccc(NNC2CC(=O)N(c3cccc(Cl)c3)C2=O)cc1 (centres undefined) | 1.4 | -18% | -9% | 0% | -27% | 2% | -31 | 20µM* | -2
O=c1cc(O)c2c(=O)n(-c3ccccc3)c3ccccc3c2o1 | -0.6 | -6%[11.4 µM] | -3% | 0% | -6% | 1% | -1 | 0% | 5
Cc1ccc(NC(=O)COC(=O)CN2C(=O)NC(C)(C)C2=O)cc1S(=O)(=O)N1CCOCC1 | 0.8 | -39% | 3% | 5% | 1% | -7% | 17 | 18% | 1
COc1ccc(C(c2c(NC(=O)c3ccccc3)sc(C)c2C)N2CCN(CCO)CC2)cc1 (centres undefined) | 14 | 28% | 0% | -18% | 2% | -4% | 0 | 11% | -4
COc1cc(-c2nc(CCNC(=O)c3ccco3)cs2)cc(OC)c1OC | -1.6 | 22% | 13% | 3% | 3% | -2% | 12 | 5% | -1
O=C(Cn1ncc2c3ccccc3n(Cc3ccccc3)c2c1=O)NCc1ccccc1 | -0.4 | -3% | 3% | -7% | 4% | -2% | . | ? | 1
O=C(CSc1ncccn1)N/N=C/c1ccc2c(c1)OCO2 | 0.1 | -12% | -13% | 0% | -1% | 9% | 7 | 1% | -17
O=C(NCCc1ccc(Cl)cc1)c1cccc(S(=O)(=O)N2CCCC2)c1 | . | . | . | -3% | 1% | -3% | . | -1% | 2
COc1c(C)cc(S(=O)(=O)N2CCCC2)c(C)c1C | -3.9 | 21% | 1% | -1% | 1% | -3% | 8 | -12% | -9
O=C(COc1ccc(Br)cc1CO)Nc1ccccc1F | . | 20% | -1% | 1% | -2% | 3% | . | -1% | -7
O=C(c1cnc(Cl)c(Cl)c1)N1CCN(S(=O)(=O)c2cccs2)CC1 | . | . | . | 1% | -4% | -3% | . | 9% | -3
Cc1c(Cl)cccc1NC(=O)CSc1ncnc2c1sc1ccccc12 | . | 12% | 14% | -2% | 1% | -3% | . | -12% | -10
O=C(CN1CCCN(Cc2ccccc2F)S1(=O)=O)Nc1ccc(F)c(Cl)c1 | -1.0 | 11% | 2% | 14% | 3% | -4% | . | -16% | -8
CN(C=O)c1ccc(CSc2ccccc2)cc1 | . | 14% | -3% | -26% | 0% | -1% | . | -28% | -7
O=C1NC2c3c(Cl)sc(Cl)c3C(=O)C2O1 (centres undefined) | . | -25% | . | -3% | -5% | -14% | . | 40µM* | 9
Fc1ccc2nc(Nc3nc4c(s3)CCCC4)sc2c1 | -0.2 | -2% | 7% | -28% | -7% | -2% | -9 | 5% | -1
CCOc1ccc2oc(=O)cc(CN3CCN(Cc4ccc(F)cc4)CC3)c2c1 | -0.8 | 16% | 1% | 8% | 4% | 0% | . | ? | 6&1
COc1ccc(NC(=O)Cn2c(=O)oc3cc(S(=O)(=O)N4CCCC4)ccc32)c(OC)c1 | 0.1 | 15% | 15% | 5% | 4% | -1% | -9 | 29% | -4
COc1cccc(=O)c2c(C)oc(C)c12 | 0.8 | 5% | 0% | -11% | 2% | -3% | -12 | ? | 5
Cc1ccnc(NC(=O)CCNC(=O)c2ccccc2Cl)c1 | 0.3 | 9% | 7% | 3% | 0% | 6% | 19 | 440%[activator] | -10
O=C(CCN1C(=O)c2ccccc2S1(=O)=O)N1CCN(c2ccc(F)cc2)CC1 | -0.5 | 4% | -11% | -4% | 0% | 0% | 33* | 12% | -2
O=C(CN(Cc1ccco1)C(=O)c1ccc(F)cc1)Nc1ccccc1Br | . | -2% | 5% | 4% | 1% | -3% | . | 1% | -1

Four of the entries above in order of their number in LDHA inh, high to low:
compound	LDHA inh
COc1cccc(=O)c2c(C)oc(C)c12	5
COc1cc(-c2nc(CCNC(=O)c3ccco3)cs2)cc(OC)c1OC	-1
O=C(COc1ccc(Br)cc1CO)Nc1ccccc1F	-7
O=C(CN1CCCN(Cc2ccccc2F)S1(=O)=O)Nc1ccc(F)c(Cl)c1	-8

3 structures from above, arranged by length of the SMILES, rising:
SMILES | D2 ag | RGS4 inh | ERG Ets-DNA blk | Vif-A3F inh | Vif-A3G inh | GRP78 ERSR act | D2 antag | 12-LOX inh | LDHA inh
Oc1ccc(-n2cnnn2)cc1 | 0.8 | -10% | 7% | -5% | 0% | -4% | -25 | -5% | 8
Cc1ccc(-n2ncc3c(N4CCCCCC4)ncnc32)cc1Cl | . | 7% | -5% | 0% | 2% | -8% | . | -21% | -2
O=c1cc(O)c2c(=O)n(-c3ccccc3)c3ccccc3c2o1 | -0.6 | -6%[11.4 µM] | -3% | 0% | -6% | 1% | -1 | 0% | 5

Next section.
SMILES | D2 ag | RGS4 inh | ERG Ets-DNA blk | Vif-A3F inh | Vif-A3G inh | GRP78 ERSR act | D2 antag | 12-LOX inh | LDHA inh
COc1ccc(/C=N/NC(=O)CN(C)C(=O)OCc2ccccc2)cc1OC | 7.5 | 6% | -3% | 7% | 2% | 5% | -12 | -15% | -12
COc1ccc(S(=O)(=O)Nc2ccccc2C(=O)OC2CCCN(C)C2)cc1OC (centres undefined) | 1.0 | -22% | -6% | -2% | 6% | -5% | 2 | 26% | -5
COc1ccc(/C=C(/NC(=O)c2ccc(Br)cc2)C(=O)N2CCOCC2)cc1 | -0.3 | 10% | 6% | 4% | -1% | -3% | -6 | -14% | -2
COc1ccccc1CNC(=O)COC(=O)c1ccc(NC(N)=O)cc1 | -0.2 | -36% | -7% | 4% | -5% | -5% | 0 | 0% | -3
O=C(CN1CCCN(Cc2ccccc2Cl)S1(=O)=O)Nc1ccc2c(c1)OCCO2 | . | 12% | 0% | 4% | 0% | 2% | . | -21% | -3
CC12CC(NC(=O)N1CCc1ccccc1)c1ccccc1O2 (centres undefined) | 0.3 | -18% | -4% | -5% | 1% | 0% | -18 | 0% | 0
CNc1ccc(Br)cc(C(=O)/C=C/c2cc(OC)ccc2OC)c1=O | -0.6 | ? | 2% | ? | ? | ? | 0 | ? | 14
C=CCN=c1scc(C)n1/N=C/c1ccc(O)c(O)c1 | 28 | -18% | 9% | 0% | -4% | -4% | 27 | ? | 7
CCN(CC)S(=O)(=O)c1ccc(NC(=O)CCNC(=O)c2ccco2)cc1 | 0.7 | -23% | 24% | 7% | 3% | -6% | 7 | -25% | -8
CCCCc1nc2cc(C(=O)N(C)C3CCOCC3)ccc2o1 | 0.5 | 1% | 16% | 0% | 0% | ? | -11 | . | -2
COc1cc(NC(=O)CCn2c(=O)[nH]c3ccsc3c2=O)cc(OC)c1 | -1.1 | 17% | . | 4% | -3% | 2% | 10 | 7% | -1
COc1ccc(CNC(=O)CCS(=O)(=O)c2ccc3c(c2)NC(=O)CS3)cc1 | 0.3 | 9% | -3% | 10% | 2% | -6% | 7 | -1% | -6
CCOC(=O)c1ccccc1NC(=O)c1cnc(N2CCOCC2)c2ccccc12 | 1.1 | -47% | -5% | 0% | 2% | -5% | . | -2% | 0
COc1ccc(/C=N/Nc2nnc(Cc3ccccc3)c(=O)[nH]2)cc1 | 0.7 | 4% | -9% | -8% | 0% | 0% | -26 | 6% | -14
CCn1nnc(NC(=O)COc2ccc([N+](=O)[O-])cc2)n1 | -0.4 | 3% | 0% | -2% | 2% | -1% | 3 | -3% | 1
CCCC(=O)N(c1ccccc1)C1C=CS(=O)(=O)C1 (centres undefined) | 0.0 | -1% | 7% | -17% | -4% | -2% | -19 | 1% | 1
CN(C)S(=O)(=O)c1cccc(NC(=O)Cc2ccc(Cl)cc2)c1 | -1.1 | -3% | 3% | -8% | 2% | -6% | 1 | ? | -13
CCOC(=O)N1CCN(C(=O)Nc2ccc(Cl)cc2Cl)CC1 | 0.2 | 15% | 1% | 4% | 2% | 1% | 12 | 0% | -9
O=C1CC(NS(=O)(=O)c2ccc3ccccc3c2)CN1c1ccccc1 (centres undefined) | -0.5 | -15% | -4% | -18% | -3% | -2% | -10 | ? | 2
O=C(N/N=C/c1cc2c(cc1Cl)OCO2)c1ccc2c(c1)OCCO2 | -1.1 | 4% | 7% | -1% | ? | 7% | -14 | 53%[activator] | -4
O=C(NCc1cccc(Cl)c1)NCc1noc2ccccc12 | 0.0 | 19% | -7% | 3% | 2% | -1% | . | 4% | -5
COC(=O)c1ccc(C(=O)N(CCN(C)C)c2nc3c(Cl)cccc3s2)cc1 | 0.0 | 3% | -4% | -2% | 5% | -2% | 1 | 1% | -3

Not all compounds are listed (hit frequency here may not be typical).
